Source: PubChem BioAssay
CHO parental Ca: counter-screen: ATP calcium response change in parental CHO cells | inhibition, % at 5.6 µM | 330,000 compounds, 0.63% hits | parental CHO-K1, ATP-induced calcium, Fluo-8 fluorescence | AID 463079;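 active = inhibition above that plate's mean sample inhibition plus 3 SD, cut at about 26% in these data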;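 note: 0% = ATP-challenged DMSO wells and 100% = DMSO wells without ATP; some compounds past the cut are filed as inactive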
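Test system: untransfected parental CHO cell line; also added: ATP stimulus; dosing: 5.6 µM, single dose; signal: calcium-sensitive Fluo-8 fluorescence; measure: percent inhibition of ATP-evoked calcium rise, normalized to controls; benchmarks: low control ATP plus DMSO, high control DMSO only; replication: one well per compound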
CHRM1 agonist: agonists of human M1 muscarinic receptor; AID 588814; activation, % at 3 µM; 360,000 compounds, 0.33% hits; CHO-K1 hM1, Fluo-8 calcium fluorescence, agonist mode; 0% DMSO, 100% acetylcholine EC100; P11229;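 active = activation above the run's mean compound activation plus 3 SD, cut at about 16% in these data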;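 note: peak over basal fluorescence ratio within a 140 s kinetic read after compound addition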
M1 antag: human CHRM1 antagonism. P11229. CHO-K1 hM1, Fluo-8 calcium fluorescence, ACh EC80 antagonist. inhibition, % at 3 µM. 360,000 compounds, 1.3% hits. AID 588852;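 active = percent inhibition above its own plate's cutoff, namely the mean of that plate's compound wells plus 3 SD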;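 note: peak over basal fluorescence ratio during 140 s after agonist addition; 0% = ACh EC80 plus DMSO and 100% = DMSO alone without agonist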
V1aR counter: activates human V1a receptor in oxytocin agonist counter-screen; P37288; CHO-V1R cells, Fluo-8 calcium fluorescence, agonist mode; 0% DMSO, 100% 3 nM vasopressin; activation, % at 3 µM; 320,000 compounds, 0.25% hits; AID 2797;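 active = activation above the mean activation of all tested compounds plus 3 SD, per screening run, cut at about 20% in these data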;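 note: signal is peak over basal fluorescence ratio across a 100 second FLIPR read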
Target sequence (P37288 whole entry, looked up): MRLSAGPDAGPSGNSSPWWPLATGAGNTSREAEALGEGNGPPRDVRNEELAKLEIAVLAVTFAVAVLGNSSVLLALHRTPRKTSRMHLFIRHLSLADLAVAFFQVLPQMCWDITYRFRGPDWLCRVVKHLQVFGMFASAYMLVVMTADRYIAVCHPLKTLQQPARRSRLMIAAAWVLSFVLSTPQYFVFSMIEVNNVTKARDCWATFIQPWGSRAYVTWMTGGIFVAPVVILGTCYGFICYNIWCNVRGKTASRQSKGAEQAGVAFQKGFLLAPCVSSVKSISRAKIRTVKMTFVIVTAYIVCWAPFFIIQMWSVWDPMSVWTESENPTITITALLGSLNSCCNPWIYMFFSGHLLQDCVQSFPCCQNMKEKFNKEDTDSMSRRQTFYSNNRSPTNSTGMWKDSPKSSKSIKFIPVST
TAAR1 agonist: human TAAR1 agonism; CHO RD-HGA16 TAAR1, Fluo-8 calcium fluorescence; vehicle wells 0%, saturating PEA agonist 100%; Q96RJ0; 360,000 compounds, 0.99% hits; activation, % at 3 µM;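 active = activation above the mean activation of all test compounds in the run plus 3 SD, cut at about 38% in these data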
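System: CHO-derived RD-HGA16 cells with stable Gα16 and human TAAR1. Times: 17-24 h plating, Fluo-8 75 min 37 °C, 30 min RT. Measured by: calcium-sensitive Fluo-8 signal, excitation 470-495, emission 515-575 nm. Read-out basis: % activation relative to PEA EC100 response. Control set: DMSO and PEA EC100. Repeats: no replicates (n 1).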
TAAR1 antagonist: antagonists of human TAAR1; CHO RD-HGA16 TAAR1, Fluo-8 calcium fluorescence, antagonist; inhibition, % at 3 µM; 360,000 compounds, 1.5% hits; AID 624466;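 active = inhibition above a per-plate cutoff, the mean inhibition of test compounds on that plate plus 3 SD, cut at about 49% in these data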;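 note: 0% = DMSO plus EC80 beta-PEA response and 100% = DMSO alone without agonist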
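System: CHO RD-HGA16 cells bearing hTAAR1. Reagent: EC80 β-phenethylamine stimulus. Schedule: seeding 17-24 h prior, 75-min 37 °C, 30-min RT dye loading. Signal: Fluo-8 intracellular calcium dye fluorescence, real-time kinetic reads. Read-out: % inhibition from peak post-agonist over basal fluorescence ratio. Benchmarks: vehicle wells and EC80 agonist wells. Replicates: n of 1.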
M1 PAM: potentiates human M1 receptor response to acetylcholine; P11229; CHO-K1 hM1, Fluo-8 calcium fluorescence, ACh EC20; 0% = ACh EC20, 100% = maximal ACh; activation, % at 3 µM; 360,000 compounds, 0.088% hits; AID 588819; in the data active = activation above about 19%, passing the limit was not always enough
OXTR agonist: activates the human oxytocin receptor. P30559. 320,000 compounds, 0.32% hits. activation, % at 3 µM. CHO-OTR cells, Fluo-8 calcium fluorescence; normalized: DMSO 0%, oxytocin 100%;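 active = activation above the mean of all tested compounds plus 3 SD, cutoff set per screening run, cut at about 20% in these data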;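 note: peak over basal fluorescence ratio from a 100 s FLIPR kinetic read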
Target sequence (P30559 whole entry, looked up): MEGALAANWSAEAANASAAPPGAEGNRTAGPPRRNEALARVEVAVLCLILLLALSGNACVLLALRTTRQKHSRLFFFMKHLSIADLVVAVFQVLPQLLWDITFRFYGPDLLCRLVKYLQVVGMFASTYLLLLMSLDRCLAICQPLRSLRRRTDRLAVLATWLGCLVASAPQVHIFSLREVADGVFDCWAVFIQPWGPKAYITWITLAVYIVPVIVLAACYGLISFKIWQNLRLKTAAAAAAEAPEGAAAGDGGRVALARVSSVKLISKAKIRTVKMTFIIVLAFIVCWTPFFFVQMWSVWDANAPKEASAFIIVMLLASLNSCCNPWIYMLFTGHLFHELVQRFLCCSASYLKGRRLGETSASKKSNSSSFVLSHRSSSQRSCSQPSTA
OXTR potentiate: potentiates the human oxytocin receptor response; activation, % at 3 µM; AID 2445; P30559; CHO-OTR cells, Fluo-8 calcium fluorescence, potentiator mode; 0% = oxytocin EC15, 100% = EC100; 320,000 compounds, 0.061% hits;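 active = activation above that plate's cutoff, the mean activation of tested compounds plus 3 SD, cut at about 6.6% in these data, passing the limit was not always enough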;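 note: 100% uses oxytocin at 75 nM as the full agonist control; some results filed as inactive read as strong as hits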
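Dosing: Single dose, 3.0 µM nominal final compound concentration | Material: Human OTR in CHO cells | Technique: Kinetic Fluo-8 calcium fluorescence | Benchmarks: EC15 oxytocin alone as 0%, 75 nM oxytocin as 100% | Probe or stimulus: Oxytocin at about EC15, sub-maximal agonist stimulus | Incubation: Compound 6 min at room temperature before oxytocin, 100 s read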
The depositor's hits bear a star; . = no result given.

SMILES	CHO parental Ca	CHRM1 agonist	M1 antag	V1aR counter	TAAR1 agonist	TAAR1 antagonist	M1 PAM	OXTR agonist	OXTR potentiate
Cc1cccc(NC(=O)c2nc[nH]c2C(=O)N2CCN(C(=O)OC(C)(C)C)CC2)c1	-4.7	-3.1	4.5	-0.4	3.7	-0.1	-2.7	-1.6	-3.8
Cc1ccc(N2CC(NC(=O)C3CC3)CC2=O)cc1 (configuration not stated)	-6.0	0.2	-8.6	-0.5	0.4	-20.4	4.8	-1.0	-5.0
O=C(Nc1ccc(NC(=O)c2ccccc2Cl)nc1)c1ccco1	0.1	-2.7	1.8	6.5	3.1	5.3	-0.9	1.8	-8.1
Cc1cc(Cl)ccc1OCC(=O)N1C(C)CCCC1C (configuration not stated)	-21.2	-6.2	-2.8	-1.0	4.1	-5.8	-2.7	-1.1	-4.4
Cc1ccc(NC(=S)N(CCCN2CCCC(C)C2)Cc2ccco2)cc1C (configuration not stated)	-10.9	-7.4	-6.6	-0.1	3.5	-23.9	5.2	-0.1	-9.1
Cc1cc(C)nc(NNC(=O)c2ccccc2O)n1	7.4	0.0	1.2	-0.7	1.8	3.2	1.8	-0.1	-1.1
O=S(=O)(NCC1CCCO1)c1ccc(-c2ccc(S(=O)(=O)NCC3CCCO3)cc2)cc1 (configuration not stated)	40.7*	1.8	20.3	9.4	8.5	16.3	-8.1	11.6	-12.1
COc1ccc(CCNCC(O)COc2cccc(C(C)=O)c2)cc1OC (configuration not stated)	-18.0	-5.8	-15.3	0.6	21.8	-24.4	9.7	-0.9	-14.8
COc1cc(OC)cc(C(=O)N[C@H](C(=O)OCC(=O)c2ccc(C)c([N+](=O)[O-])c2)C(C)C)c1	-10.3	-5.8	-9.9	1.0	2.1	8.8	-2.3	-1.1	-7.4
COc1ccc(Nc2ncnc3sccc23)c(OC)c1	-11.5	0.5	2.1	0.3	2.8	-27.7	9.0	0.0	-1.1
COc1ccc(/C=C/c2c([N+](=O)[O-])c(=O)n(C)c(=O)n2C)cc1O	-5.8	-2.3	8.9	1.0	8.1	3.4	-4.1	1.7	-3.0
Cc1cc(Br)ccc1NC(=O)CSc1nnc(CN2CCOCC2)n1C	-3.9	-9.1	-2.2	-0.4	1.9	-11.1	3.2	-0.3	-4.2
CCc1cc2c(=O)c(-c3ccc4c(c3)OCCO4)coc2cc1OS(C)(=O)=O	-5.7	-5.3	0.4	2.0	8.5	43.1	4.3	0.7	-1.4
O=C(NCC1CCCN1S(=O)(=O)c1cccs1)c1ccc(F)c(F)c1 (configuration not stated)	-17.8	-4.4	-3.7	-0.5	0.1	-16.9	1.8	-0.2	-2.5
O=C(Nc1ccccc1)OCC(CN1CCCCC1)OC(=O)Nc1ccccc1 (configuration not stated)	-10.2	-3.4	-23.8	2.5	9.6	14.7	0.3	4.8	-9.1
Cc1c(Cc2ccccc2)c(=O)oc2c(C)c(OCC(=O)Nc3ccc(C#N)cc3)ccc12	-11.1	-0.4	-5.8	1.5	2.8	17.1	7.8	0.0	-7.0
COc1ccc(OCC(=O)Nc2ccc(S(=O)(=O)N(C)c3ccccc3)cc2)cc1	.	0.9	-3.4	.	5.4	7.7	0.2	.	.
CC(=O)Nc1ccc(S(=O)(=O)NCC(=O)N2CCN(S(=O)(=O)c3cccs3)CC2)cc1	-6.9	-3.1	-13.0	1.1	-3.2	6.7	13.2	0.4	3.4
COCC(=O)Nc1ccc(C(=O)Nc2ccccc2Cl)cc1	-11.6	.	.	1.8	.	.	.	2.0	-7.7
S=C(Cc1ccccc1)Nc1ccccc1	.	-4.3	-17.2	.	-0.4	18.9	3.7	.	.
O=C(Nc1cc(N2CCOCC2)ncn1)c1ccccc1	-4.6	-0.5	2.0	0.0	1.1	-7.8	8.4	-0.6	-3.7
Cc1csc(SCC(=O)N(c2ccccc2)C(C)C)n1	.	0.9	-2.5	.	-0.6	-2.4	8.6	.	.
CN1C(=O)C(C)(C)c2cc(S(=O)(=O)N3CCC(C(=O)NCc4ccc(Cl)cc4)CC3)ccc21	-17.6	-1.4	-6.0	3.8	2.0	-3.0	2.3	4.4	-12.2
CCOc1cc(C(=O)N(C)Cc2cc3cc(OC)ccc3[nH]c2=O)cc(OCC)c1OCC	-11.0	-2.0	-17.1	-0.5	9.6	2.6	5.6	-0.8	-1.1
CCN(CC)C(=O)COc1ccc2oc(C)c(C(=O)OC)c2c1	1.7	-3.3	-1.2	-0.5	18.5	-3.5	3.8	0.2	-19.4
CC(C)CNC(=O)COC(=O)c1c2c(nc3ccccc13)CCC2	-27.9	-11.1	-9.1	0.3	2.5	27.7	3.8	0.3	-3.4
O=C(NCc1cccnc1)C1c2ccccc2C(=O)N1C1CCCC1 (configuration not stated)	7.9	-2.7	-5.3	0.5	0.6	3.8	5.9	-1.1	-9.2
CC(=O)Nc1ccc(S(=O)(=O)NCCNC(=O)c2ccccc2F)cc1	-7.1	-1.5	2.4	0.9	7.9	-30.7	2.5	1.6	-9.1
O=C(COc1ccc(Cl)cc1)NCc1nnc(SCC(=O)NCCc2ccccc2)o1	13.6	-1.2	-10.6	4.3	16.2	-0.1	4.7	1.2	-9.2
N=C1S/C(=C\c2ccc(-c3cccc(Cl)c3)o2)C(=O)N1c1nccs1	17.7	-3.9	-1.7	0.2	1.2	23.7	6.8	0.9	-7.7

An excerpt from above, reduced to TAAR1 agonist:
| SMILES | TAAR1 agonist |
| --- | --- |
| O=C(COc1ccc(Cl)cc1)NCc1nnc(SCC(=O)NCCc2ccccc2)o1 | 16.2 |
| CCN(CC)C(=O)COc1ccc2oc(C)c(C(=O)OC)c2c1 | 18.5 |

Following part.
SMILES	CHO parental Ca	CHRM1 agonist	M1 antag	V1aR counter	TAAR1 agonist	TAAR1 antagonist	M1 PAM	OXTR agonist	OXTR potentiate
Cc1ccc(CNc2nc3ccccc3n3nnnc23)cc1	-19.2	-2.9	-11.6	1.4	11.2	7.9	5.1	1.8	-3.5
CCOC(=O)c1c(SCC(=O)Nc2nc(C)cs2)nc(=O)[nH]c1C	-6.1	-1.0	-7.9	0.4	1.6	-6.1	4.5	-0.1	2.5
CCc1ccc(-n2c(=O)c3ccc(C(=O)NCCc4ccccc4)cc3n(CC(N)=O)c2=O)cc1	-8.6	-2.6	-2.6	0.0	-0.1	5.3	1.6	-0.2	2.6
Cc1cc(Cl)ccc1OCC(=O)Nc1cccc(S(=O)(=O)NC2=NCCCCC2)c1	-10.3	-1.6	6.4	6.7	6.8	-11.1	-6.2	3.2	-4.9
COc1ccc(N=C2S/C(=C\c3ccco3)C(=O)N2CC(C)C)cc1	-1.3	-2.6	-2.8	-0.5	4.4	6.9	4.6	-0.4	-12.8
CSc1nc2c(c(=O)[nH]1)C(c1ccc(F)cc1)CC(=O)N2 (configuration not stated)	-13.5	-4.6	-10.1	1.1	7.1	15.3	15.7	-0.1	-17.1
CC(C)NC(=S)NC1(C)CCS(=O)(=O)C1 (configuration not stated)	-11.1	-5.5	-8.4	0.8	13.1	-22.2	4.9	-0.4	-7.6
CC(NC(=O)c1ccc2c(c1)OCO2)C(c1cccs1)N1CCN(c2ccccc2)CC1 (configuration not stated)	-26.2	-5.2	6.3	-1.3	3.4	-4.6	-6.0	-0.6	-3.5
Fc1cc(F)c2nc(N3CCOCC3)sc2c1	-5.6	-2.6	-2.1	0.1	-0.2	6.8	-2.7	-1.5	-6.0
O=C(NCCCN1CCOCC1)c1cc2c(s1)CCC2	-8.7	-6.8	11.8	-0.8	5.5	-9.6	0.9	1.1	-1.9
Cc1cc(C)cc(NS(=O)(=O)c2cc(C(=O)NCc3ccccn3)ccc2Cl)c1	-14.5	-0.2	2.9	4.7	7.2	5.2	3.6	1.2	-7.9

Some of the entries so far, with values under each structure:
The line under a structure holds: CHO parental Ca	CHRM1 agonist	M1 antag	V1aR counter	TAAR1 agonist	TAAR1 antagonist	M1 PAM	OXTR agonist	OXTR potentiate
> Cc1cc(Cl)ccc1OCC(=O)Nc1cccc(S(=O)(=O)NC2=NCCCCC2)c1
 : -10.3	-1.6	6.4	6.7	6.8	-11.1	-6.2	3.2	-4.9
> COc1ccc(N=C2S/C(=C\c3ccco3)C(=O)N2CC(C)C)cc1
 : -1.3	-2.6	-2.8	-0.5	4.4	6.9	4.6	-0.4	-12.8
> CSc1nc2c(c(=O)[nH]1)C(c1ccc(F)cc1)CC(=O)N2 (configuration not stated)
 : -13.5	-4.6	-10.1	1.1	7.1	15.3	15.7	-0.1	-17.1
> CC(C)NC(=S)NC1(C)CCS(=O)(=O)C1 (configuration not stated)
 : -11.1	-5.5	-8.4	0.8	13.1	-22.2	4.9	-0.4	-7.6
